Bioassay records from PubChem.
IMPase cell inh: qHTS Assay for Identifying the Cell-Membrane Permeable IMPase Inhibitors | Inositol monophosphatase 1 (Rattus norvegicus), P97697 | CHO-M1 cells, IP1 accumulation, HTRF TR-FRET ratio | inhibition (IP1 accumulation), % at 46.1 µM | 120,000 tested, under 10 active | AID 901, 2007; active means well fitted curve in the direction sought with a large enough effect in the signal ratio, not every such curve was filed as active; inconclusive means small, poorly fitted or top-dose-only effect, or a change in a side signal; inactive means no such curve, though single readings can be large or run the other way; the % refers to the signal ratio;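 further: cells stimulated with carbachol in lithium chloride buffer; plate controls were DMSO basal wells for no effect and reference inhibitor wells for full effect; higher means more IMPase inhibition seen as more IP1 and lower FRET ratio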
Target sequence (P97697 whole entry, looked up): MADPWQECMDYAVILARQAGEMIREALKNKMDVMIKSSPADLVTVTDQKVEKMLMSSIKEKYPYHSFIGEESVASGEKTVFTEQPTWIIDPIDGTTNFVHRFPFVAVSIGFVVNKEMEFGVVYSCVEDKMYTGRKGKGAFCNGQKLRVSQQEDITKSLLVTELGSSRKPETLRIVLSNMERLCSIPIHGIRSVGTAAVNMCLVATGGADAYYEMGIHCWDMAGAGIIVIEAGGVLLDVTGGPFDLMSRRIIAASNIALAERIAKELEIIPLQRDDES
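Carbachol-driven Gq signalling in CHO-M1 cells (2000/well) generates IP1. Compounds that block IMPase raise IP1 and so reduce the FRET signal from Eu-anti-IP1 and d2-IP1 after a 10 min room-temperature lysis.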
12-hLO inh: qHTS Assay for Inhibitors of 12-hLO (12-human lipoxygenase); AID 1452, 2008; Potency, µM (titrated, usually from 57.1 µM), inactives show at the top dose activity change, negative = inhibition, actives largely listed as inhibitors; actives 0.12% (n = 150,000); purified 12-hLO, xylenol orange hydroperoxide absorbance; Polyunsaturated fatty acid lipoxygenase ALOX12 (Homo sapiens), P18054; further: potency means the concentration at half of the fitted maximal effect; nearly all actives have a fitted effect of over 55% in size; many of its hits are not listed in these tables
Target sequence (P18054 whole entry, looked up): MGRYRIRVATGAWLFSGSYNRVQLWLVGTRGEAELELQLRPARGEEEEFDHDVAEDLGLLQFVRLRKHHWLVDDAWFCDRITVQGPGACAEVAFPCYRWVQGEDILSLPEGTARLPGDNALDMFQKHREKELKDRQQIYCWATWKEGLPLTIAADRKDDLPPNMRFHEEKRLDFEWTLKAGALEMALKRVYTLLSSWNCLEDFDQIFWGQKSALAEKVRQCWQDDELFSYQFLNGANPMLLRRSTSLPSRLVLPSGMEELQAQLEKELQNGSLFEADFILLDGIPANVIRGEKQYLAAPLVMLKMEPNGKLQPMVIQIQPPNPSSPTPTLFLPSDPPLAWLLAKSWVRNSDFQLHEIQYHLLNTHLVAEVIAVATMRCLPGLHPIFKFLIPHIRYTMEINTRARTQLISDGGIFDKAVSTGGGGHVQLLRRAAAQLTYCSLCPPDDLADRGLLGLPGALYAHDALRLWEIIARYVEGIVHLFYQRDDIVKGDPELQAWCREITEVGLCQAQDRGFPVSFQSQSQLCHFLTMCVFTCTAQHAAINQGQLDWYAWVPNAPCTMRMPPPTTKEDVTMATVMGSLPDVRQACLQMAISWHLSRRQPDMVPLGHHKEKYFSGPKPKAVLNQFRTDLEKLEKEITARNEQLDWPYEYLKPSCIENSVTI
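Xylenol orange chromogenic assay: hydroperoxide from 12hLO oxidises Fe(II), giving red-shifted Fe(III)-XO absorbance. Conditions: 150 nM enzyme, 40 uM arachidonic acid, 25 mM Hepes pH 7.0, 0.01% Triton X-100, 30 min, room temperature.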
PNC assembly inh: High Content Assay for Compounds that inhibit the Assembly of the Perinucleolar Compartment; PC3M PTB-GFP, PNC prevalence imaging, 16 h; active compounds read low; activity change (PNC), negative = inhibition, % at 10 µM; actives 3.1% (n = 140,000);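 active means readout at or below -70, meaning at least 70% loss of cells showing the perinucleolar compartment, a nuclear body marking cancer cells; inconclusive means readout between -30 and a set limit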;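 further: plate controls were DMSO wells for no effect and camptothecin positive control wells for full effect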
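PC3M cells stably expressing PTB-GFP, 750–1000 cells/well, treated 16 h at 37 °C with compound (23 nl of library stock), in duplicate. After paraformaldehyde fixation and Hoechst stain, imaged at 20x; PNC prevalence scored by image analysis.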
ALOX15B inhib: qHTS Assay for Inhibitors of 15-hLO-2 (15-human lipoxygenase 2); purified 15hLO-2, xylenol orange hydroperoxide absorbance; Potency, µM (doses to about 57.1 µM), for the others: at the highest dose activity change, negative = inhibition, actives largely listed as inhibitors; actives 0.56% (n = 110,000); further: potency means the concentration at half of the fitted maximal effect; nearly all actives have a fitted effect of over 60% in size; many of its hits are not listed in these tables
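Purified human 15hLO-2 (50 nM) preincubated 15 min with compound, then 45 uM arachidonic acid for 90 min at RT in 25 mM Hepes pH 7.5, 0.01% Triton X-100. Hydroperoxide detected by Fe-xylenol orange; 573/405 nm absorbance ratio.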
Starred values were filed as active, the others as inactive; ? = inconclusive; . = not tested or not shown; [ ] = another dose, or the depositor's remark. Unless noted, the call rests on the fitted dose curve; in most records, active means well fitted curve in the direction sought with a large enough effect; inconclusive means small, poorly fitted or top-dose-only effect, or another doubt; inactive means no such curve, though single readings can be large; an effect the other way counts as inactive or inconclusive. Unless noted, on the % scale 0 is the no-effect control and ±100 the full control effect.

SMILES	IMPase cell inh	12-hLO inh	PNC assembly inh	ALOX15B inhib
COc1ccc(CNc2nc(C)c([N+](=O)[O-])c(C)c2C#N)cc1	-2	2%	-1	.
CCc1nn2c(N)c(/C=C3\C=Nc4ccccc43)c(=O)nc2s1	.	-3%	13	.
Cc1nnn(C23CC4CC(CC(C4)C2)C3)n1	17	-6%	6	5%
COC(=O)c1ccc(C)c(NC(=O)CCc2cc(OC)c(OC)c(OC)c2)c1	-6	3%	-15	.
O=C(O)c1cnn2c1NC(c1cccs1)CC2C(F)(F)F (configuration not stated)	6	-2%	?	-6%
Cn1ncc(C#N)c1NC(=O)c1cc(-c2ccccc2Cl)on1	5	4%	-12	-2%
O=c1[nH]cnc2sc(-c3ccccc3)cc12	-8	-6%	25	3%
CCc1ccc(C(=O)COC(=O)CNC(=O)COc2ccccc2)cc1	.	-3%	?	.
Cc1nc2ccccc2nc(C)c1=NOCc1ccc(Cl)cc1Cl	.	-4%	-25	.
COc1cccc(C(=O)CN(C(=O)c2ccc(Cl)cc2Cl)N2C(=O)c3ccccc3C2=O)c1	.	2%	45	.
O=C(O)c1ccccc1CN1CCC[C@@H](C(=O)O)C1	.	2%[11.4 µM]	.	-3%[11.4 µM]
CC(Oc1ccccc1Br)C(=O)N1CCc2ccccc21 (configuration not stated)	6	-12%	-11	-15%
COC(=O)C(C)N1C(=O)S/C(=C/c2cc(C)n(-c3ccccn3)c2C)C1=O (configuration not stated)	6	-17%	15	?
Cc1nn(CC(=O)c2ccccc2)c(=O)c2nn(-c3ccccc3F)c(C)c12	.	-2%	13	.
Cc1cc(NC(=O)CCCN2C(=O)/C(=C\c3cccs3)SC2=S)no1	2	-1%	?	.
Cc1nc2c3cc(F)ccc3n(Cc3ccccc3F)c2s1	.	-2%	?	.
O=C(NCc1ccco1)C(Cc1ccccc1)NS(=O)(=O)c1cccc2nsnc12 (configuration not stated)	3	-6%	6	1%
COc1ccc(C2C(C#N)=C(N)OC3=C2C(=O)CC(C)(C)C3)cc1Cn1cc([N+](=O)[O-])cn1 (configuration not stated)	12	1%	24	.
CCn1ncc(/C=N/NC(=O)c2cc(Cl)ccc2OC)c1C	.	1%	2	.
Cc1ccc(-n2c(C)cc(C(=O)COC(=O)c3ccc[nH]c3=O)c2C)cc1C	.	-5%	14	.
O=S(=O)(c1ccccc1)n1ccc2ccccc21	17	-29%	-7	12%
Cc1cccc2sc(NNC(=O)c3ccc(S(=O)(=O)N4CCc5ccccc5C4)cc3)nc12	.	-14%	54	.
COCCNC(=O)CS(=O)Cc1nc(-c2ccc(Cl)cc2)oc1C (configuration not stated)	-2	-4%	-1	1%
N#Cc1ccc(CNc2cnccn2)cc1	2	3%	-25	-1%
CCOC(=O)COc1ccc(S(=O)(=O)NCCC2=CCCCC2)cc1	16	1%	?	5%

The listing continues:
SMILES	IMPase cell inh	12-hLO inh	PNC assembly inh	ALOX15B inhib
COc1ccc2[nH]c(=O)c(CN(Cc3ccccc3OC)Cc3nnnn3CC3CCCO3)cc2c1 (configuration not stated)	0	-10%	-24	0%
COc1ccc(C(CC(=O)O)NC(=O)COc2ccccc2OC)cc1OC (configuration not stated)	8	4%	19	.
Cc1ccccc1NC(=O)CSc1nc2c(c(-c3ccco3)c1C#N)CCCC2	3	-1%	-20	-15%
CCOC(=O)c1cnc(-n2nc(C)cc2C)nc1-n1nc(C)cc1C	8	-1%	-7	-7%
Cc1cccc(C(=O)N2CCC(c3nc(-c4ccc(S(=O)(=O)N5CCOCC5)cc4)no3)CC2)c1	-10	-2%	41	-13%
COC(=O)COc1ccc(S(=O)(=O)N2CCN(c3ccccc3F)CC2)cc1	2	-4%	-1	0%
CSc1nc(N(CCO)CCO)c2sc3nc(-c4ccco4)c4c(c3c2n1)CCC4	-8	-2%	3	?
CCOc1ccc(Cn2c(SCCCCC#N)nc3c2c(=O)n(C)c(=O)n3C)cc1OCC	?	-4%	15	?
COc1ccc(CSc2nc(CSC)cc(N3CCOCC3)n2)cc1	7	-5%	?	1%
CCOc1ccc(-n2nnc3c(=O)n(C/C=C/c4ccccc4)cnc32)cc1	1	5%	-89*	-2%
Cc1ccc(-n2c(C)cc(C(=O)OCC(=O)N(CC(C)C)C3CCS(=O)(=O)C3)c2C)cc1 (configuration not stated)	4	0%	?	-8%
CC(C)n1c(Nc2ccccc2)nc2ccccc21	7	1%	26	38%[activator]
COc1cc2c(C(=O)NCc3ccc4c(c3)OCO4)cn(CC(C)C)c(=O)c2cc1OC	-2	2%	-113*	2%
CCOC(=O)N1CCN(Cc2nc(N)nc(Nc3ccc(Oc4ccccc4)cc3)n2)CC1	9	1%	-17	29%
Cc1ccc(N2CC(C(=O)Nc3ccc(S(=O)(=O)N4CCCC4)cc3)CC2=O)cc1 (configuration not stated)	-2	-3%	31	-8%
CCOc1ccccc1NC(=O)C12CC3CC(C1)CC(c1ccc(C)cc1)(C3)C2	1	6%	-15	18%
COCCn1c(SCC(=O)c2ccc(CNC(C)=O)o2)nc2ccccc2c1=O	2	1%	95	12%
O=c1cc(NS(=O)(=O)c2ccccc2)nc(SCc2c(Cl)cccc2Cl)[nH]1	-1	2%	-4	.
O=S1(=O)C=C(Oc2ccc3ccccc3c2)c2ccccc21	3	-9%	31	1%
O=C1C=C(c2ccccc2)OC(=O)C1C(=O)c1ccccc1 (configuration not stated)	-9	-10%	-100*	.
O=C(CN1C(=O)CCC1=O)Nc1ccc(S(=O)(=O)N2CCOCC2)cc1	-2	-5%	16	2%
O=C(Nc1nnc(SCC(=O)N2CCCCC2)s1)C1CCCCC1	4	-6%	-27	.
Cc1nc2ccccc2n1-c1ccccc1	-7	-6%	?	5%
ClC(Cl)(Cl)C(N1CCN(c2ccccc2)CC1)N1CCN(c2ccccc2)CC1	.	6%[11.4 µM]	.	-5%[11.4 µM]
COc1ccc2nc(NC(=O)CSc3ccccc3)sc2c1	15	-18%	?	18%

Sorted by value in ALOX15B inhib (smallest number first): three from the list above
SMILES	IMPase cell inh	12-hLO inh	PNC assembly inh	ALOX15B inhib
Cc1ccccc1NC(=O)CSc1nc2c(c(-c3ccco3)c1C#N)CCCC2	3	-1%	-20	-15%
COC(=O)COc1ccc(S(=O)(=O)N2CCN(c3ccccc3F)CC2)cc1	2	-4%	-1	0%
Cc1nc2ccccc2n1-c1ccccc1	-7	-6%	?	5%

Going on with the list:
SMILES	IMPase cell inh	12-hLO inh	PNC assembly inh	ALOX15B inhib
COc1cc(NC(=O)C2CC(=O)NC3=C2C(=O)CC(C)(C)C3)c(OC)cc1Cl (configuration not stated)	-3	-5%	?	-7%
CC(C(=O)O)N1C(=O)CSc2ncccc21 (configuration not stated)	3	-4%	-3	2%
CCOc1ccc(-c2nc(-c3cccnc3)no2)cc1OCC	-1	6%	-15	0%
OC(Cn1cncn1)c1ccc(Cl)cc1Cl (configuration not stated)	3	5%	?	-3%
Clc1ccc2c(c1)C(c1cccs1)=NNC(c1cccnc1)=N2	-5	-8%	34	26%
Cc1ccc(-c2noc(C3CCCN(S(=O)(=O)c4ccc(S(=O)(=O)N(C)C)cc4)C3)n2)o1 (configuration not stated)	4	4%	58	-18%
COc1ccc(/C=C2\OC(=O)c3c(OC)cccc32)cc1OC	?	5%	35	0%
O=C1C2C3C=CC(CC3)C2C(=O)N1/N=C/c1ccc(O)cc1 (configuration not stated)	7	3%	7	8%
CC(=O)Nc1ccc(S(=O)(=O)N2CCN(C(=O)CCC3CCCC3)CC2)cc1	?	-2%	-3	-1%
COc1ccc(S(=O)(=O)N(CC(=O)Nc2cccnc2)c2ccccc2OC)cc1	11	0%	-11	-1%
CC1Cc2ccccc2N1C(=O)CCN1C(=O)C2C3C=CC(C3)C2C1=O (configuration not stated)	-8	-13%	43	1%
CCCNS(=O)(=O)c1ccc(CCC(=O)NCC2CCCO2)cc1 (configuration not stated)	9	-2%	-6	.
O=c1ccc(-c2ccccc2)n[nH]1	4	-7%[11.4 µM]	30	-4%[11.4 µM]
COCCn1nnnc1CN(CCCN1CCOCC1)Cc1cc2c(C)ccc(C)c2[nH]c1=O	3	-2%	?	6%
COc1ccccc1NS(=O)(=O)c1ccc(C)c(C(N)=O)c1	-1	-1%	-27	1%
CCOCC(=O)N1CCN(c2ccc([N+](=O)[O-])cc2)CC1	-7	-5%	?	.
CCNc1nc2c(c(=O)[nH]c(=O)n2C)n1CC(C)C	6	1%	-7	-4%
CC1(C)N=C(N)NC(Nc2ccccc2)=N1	2	3%	23	10%
CCN(CCCNC(=O)CN1C(=O)COc2ccccc21)c1ccccc1	5	-3%	11	12%
N#CCCN1CCN(S(=O)(=O)c2ccc(S(=O)(=O)NCc3ccccc3)cc2)CC1	-6	1%	2	-2%
O=C(O)C1CCCCC1C(=O)NCc1ccccc1 (configuration not stated)	-1	4%	?	-1%
Cc1ccc(/C(CSc2nccn2-c2ncc(C(F)(F)F)cc2Cl)=N\O)cc1	8	-2%	-3	0%
O=C1O/C(=C\Br)CC[C@@H]1c1cccc2ccccc12	7	-3%	.	?
Cc1cccc(-n2ncc3c(Nc4c(C)n(C)n(-c5ccccc5)c4=O)ncnc32)c1	-1	4%	17	-5%
C=CCNC(=O)c1onc(CSc2ccc(F)cc2)c1C(=O)O	-8	3%	-6	-6%

Retrieved one by one from the list above:
SMILES	IMPase cell inh	12-hLO inh	PNC assembly inh	ALOX15B inhib
COc1ccc(S(=O)(=O)N(CC(=O)Nc2cccnc2)c2ccccc2OC)cc1	11	0%	-11	-1%
CCCNS(=O)(=O)c1ccc(CCC(=O)NCC2CCCO2)cc1 (configuration not stated)	9	-2%	-6	.
C=CCNC(=O)c1onc(CSc2ccc(F)cc2)c1C(=O)O	-8	3%	-6	-6%
O=C1C2C3C=CC(CC3)C2C(=O)N1/N=C/c1ccc(O)cc1 (configuration not stated)	7	3%	7	8%
N#CCCN1CCN(S(=O)(=O)c2ccc(S(=O)(=O)NCc3ccccc3)cc2)CC1	-6	1%	2	-2%
CCOCC(=O)N1CCN(c2ccc([N+](=O)[O-])cc2)CC1	-7	-5%	?	.

Carrying on.
SMILES	IMPase cell inh	12-hLO inh	PNC assembly inh	ALOX15B inhib
COc1ccc(C(=O)C(C)Oc2cccc(NC(=O)c3cccc([N+](=O)[O-])c3)c2)cc1 (configuration not stated)	.	-4%	-1	.
Cc1ccc(-c2nc(CSCC(=O)Nc3cc(C)on3)c(C)o2)cc1	-1	7%	35	7%
O=c1[nH]c2ccccc2n1C1=CCCC1	-6	0%	?	1%
O=S(=O)(c1ccccc1)c1nc(NCc2ccccc2)sc1Cl	.	-1%	30	.
O=C(NCc1ccccc1)N1CCN(c2ccc(F)cc2)CC1	-4	4%	-5	.
O=C(c1cc2ncc(Br)cn2n1)N1CCOCC1	9	1%	-5	0%
O=C(NCc1ccco1)c1nc(-c2ccccc2)n(-c2ccccc2)n1	1	-8%	18	-2%
COc1ccc(CC(=O)Nc2cccc(C(=O)O)c2C)cc1	-10[1.84 µM]	3%	2	7%[11.4 µM]
Cc1noc(NS(=O)(=O)c2ccc(NC(=O)COc3ccccc3)cc2)c1C	?	-2%	11	1%
CCOC(=O)c1[nH]c(C)c(C(=O)Nc2ccccc2F)c1C	-14	-3%	-16	.
CC1CCCCN1c1nnc(NC(=O)c2cc(-c3ccc(Br)cc3)on2)s1 (configuration not stated)	-5	0%	-23	-1%
Cc1ccnc(N2CCC(C(=O)NCc3ccc4c(c3)OCO4)CC2)n1	?	0%	-26	-1%
Cc1cc(C)n(-c2ccc(Cl)c(C(=O)Nc3cc(C(F)(F)F)ccc3Cl)n2)n1	.	2%	3	.
O=C(NC(=S)Nc1nc2c(s1)CCCC2)c1ccc(C(=O)c2ccccc2)cc1	.	3%	-124*	.
Cc1nc(SCC(=O)Nc2c(C)n(C)n(-c3ccccc3)c2=O)nc(C)c1C	-1	9%	43	-4%

Only part of the results is shown; rates above refer to the full screens.
